# Rin1 Abl inh – inhibitors of human Rin1-Abl protein interaction; P00519+Q13671; TR-FRET Rin1/Abl binding, biochemical; inhibition, % at 7.35 µM; 360,000 compounds, 0.4% hits; in the data active = inhibition above about 5%, passing the limit was not always enough
# CSN inh – inhibitors of human CSN-mediated cullin deneddylation. AID 651999. inhibition, % at 12.5 µM. Purified CSN, SCF-Nedd8-OG deneddylation, fluorescence polarization. Q92905. 360,000 compounds, 0.38% hits;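 active = pattern-corrected inhibition above about 35%, with an unprinted fluorescence ratio check between 0.5 and 1.5, limit read from the data, passing the limit was not always enough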;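 also: 0% = enzyme with substrate and 100% = substrate without enzyme; some results filed as inactive read as strong as hits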
#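 Test system: purified human Csn5 enzyme expressed in HEK293T cells. Amount: 0.24 nM enzyme. Reagent: SCFSkp2-Nedd8OG substrate at 10 nM final. Schedule: 90 min incubation of compound, enzyme and substrate at room temperature. Detection: fluorescence polarization. Read-out: % inhibition of substrate cleavage by Csn5.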
# FAS TE block – blocks the thioesterase domain of human fatty acid synthase | P49327 | recombinant FAS-TE, OMFH fluorogenic substrate, fluorescence endpoint | inhibition, % at 15 µM | 360,000 compounds, 0.67% hits | AID 602261;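 active = compounds whose normalised, plate-corrected inhibition of enzyme fluorescence in the single-dose primary screen is 50% or more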;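 also: 0% = DMSO with enzyme and 100% = substrate without enzyme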
# Target sequence (P49327 whole entry, looked up, the tested form may be a part): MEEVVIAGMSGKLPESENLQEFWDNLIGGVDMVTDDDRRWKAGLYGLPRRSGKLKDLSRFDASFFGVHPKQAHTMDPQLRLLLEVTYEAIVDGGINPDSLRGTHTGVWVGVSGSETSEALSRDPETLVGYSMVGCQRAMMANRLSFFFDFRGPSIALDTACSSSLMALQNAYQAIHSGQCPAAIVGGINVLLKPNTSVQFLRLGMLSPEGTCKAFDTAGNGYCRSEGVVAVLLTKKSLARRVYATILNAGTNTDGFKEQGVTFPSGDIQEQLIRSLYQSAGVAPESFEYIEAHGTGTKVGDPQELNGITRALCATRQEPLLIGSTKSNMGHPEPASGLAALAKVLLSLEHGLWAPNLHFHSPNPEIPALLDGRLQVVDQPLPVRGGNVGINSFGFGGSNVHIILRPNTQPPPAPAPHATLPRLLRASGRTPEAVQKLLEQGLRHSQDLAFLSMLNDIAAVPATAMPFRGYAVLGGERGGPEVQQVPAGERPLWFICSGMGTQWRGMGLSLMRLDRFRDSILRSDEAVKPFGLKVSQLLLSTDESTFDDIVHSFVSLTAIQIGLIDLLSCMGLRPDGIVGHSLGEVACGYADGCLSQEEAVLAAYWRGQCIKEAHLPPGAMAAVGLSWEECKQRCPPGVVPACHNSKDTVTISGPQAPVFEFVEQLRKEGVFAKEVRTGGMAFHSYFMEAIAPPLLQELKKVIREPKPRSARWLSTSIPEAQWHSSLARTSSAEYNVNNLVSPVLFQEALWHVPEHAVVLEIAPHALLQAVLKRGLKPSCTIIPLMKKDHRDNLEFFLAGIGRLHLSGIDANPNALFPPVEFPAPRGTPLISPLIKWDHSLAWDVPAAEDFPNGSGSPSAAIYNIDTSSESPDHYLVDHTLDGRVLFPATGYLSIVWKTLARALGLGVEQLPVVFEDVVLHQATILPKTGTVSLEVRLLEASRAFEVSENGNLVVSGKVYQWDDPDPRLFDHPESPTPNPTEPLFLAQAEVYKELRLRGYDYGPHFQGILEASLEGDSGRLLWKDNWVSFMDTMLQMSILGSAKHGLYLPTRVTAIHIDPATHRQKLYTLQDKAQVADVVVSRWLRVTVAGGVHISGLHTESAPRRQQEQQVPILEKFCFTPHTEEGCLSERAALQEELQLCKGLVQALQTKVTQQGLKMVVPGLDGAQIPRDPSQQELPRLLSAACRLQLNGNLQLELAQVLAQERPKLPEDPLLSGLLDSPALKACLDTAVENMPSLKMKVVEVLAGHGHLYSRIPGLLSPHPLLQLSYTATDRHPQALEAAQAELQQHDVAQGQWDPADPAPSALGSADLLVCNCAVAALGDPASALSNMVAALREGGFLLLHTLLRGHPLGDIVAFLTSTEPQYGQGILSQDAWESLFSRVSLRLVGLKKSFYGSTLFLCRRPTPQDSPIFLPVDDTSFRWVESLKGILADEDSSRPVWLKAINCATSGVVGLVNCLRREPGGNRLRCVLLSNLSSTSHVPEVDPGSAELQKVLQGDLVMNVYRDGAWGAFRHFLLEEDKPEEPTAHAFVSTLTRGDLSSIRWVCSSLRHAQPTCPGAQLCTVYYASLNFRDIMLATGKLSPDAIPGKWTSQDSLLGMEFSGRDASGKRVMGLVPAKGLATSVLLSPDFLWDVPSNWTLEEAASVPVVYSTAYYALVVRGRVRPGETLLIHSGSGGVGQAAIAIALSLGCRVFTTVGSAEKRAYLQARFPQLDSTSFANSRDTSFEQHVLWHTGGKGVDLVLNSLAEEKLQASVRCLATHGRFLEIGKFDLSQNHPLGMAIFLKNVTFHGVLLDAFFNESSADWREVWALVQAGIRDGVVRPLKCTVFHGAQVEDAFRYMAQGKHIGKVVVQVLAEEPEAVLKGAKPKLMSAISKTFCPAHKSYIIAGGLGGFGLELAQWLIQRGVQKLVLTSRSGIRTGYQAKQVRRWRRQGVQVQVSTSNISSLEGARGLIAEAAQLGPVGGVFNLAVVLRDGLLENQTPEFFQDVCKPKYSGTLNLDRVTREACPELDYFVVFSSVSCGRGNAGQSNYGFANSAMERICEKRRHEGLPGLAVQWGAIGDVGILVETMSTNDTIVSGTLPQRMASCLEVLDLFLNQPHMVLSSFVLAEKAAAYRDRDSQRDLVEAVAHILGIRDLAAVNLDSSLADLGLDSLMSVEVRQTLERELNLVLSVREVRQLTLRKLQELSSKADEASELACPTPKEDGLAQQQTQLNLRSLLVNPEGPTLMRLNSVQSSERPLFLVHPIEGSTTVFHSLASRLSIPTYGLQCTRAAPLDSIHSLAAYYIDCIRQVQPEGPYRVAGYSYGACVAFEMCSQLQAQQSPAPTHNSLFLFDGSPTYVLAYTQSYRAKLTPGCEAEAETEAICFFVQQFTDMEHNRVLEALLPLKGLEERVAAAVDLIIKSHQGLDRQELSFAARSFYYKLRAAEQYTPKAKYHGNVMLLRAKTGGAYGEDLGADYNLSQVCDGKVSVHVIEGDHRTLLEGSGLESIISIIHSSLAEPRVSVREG
# MLLE-PAM2 inh – blocks PAM2 peptide binding to the PABP1 MLLE domain. P11940. GST-MLLE / FITC-PAM2 fluorescence polarization. inhibition, % at 20 µM. 360,000 compounds, 0.36% hits; in the data active = inhibition above about 35%, passing the limit was not always enough;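 also: plate controls were DMSO wells with GST-MLLE for no effect and wells lacking GST-MLLE protein for full effect; some results filed as inactive read as strong as hits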
# MsrA inhibitor – bovine MsrA inhibition. AID 651718. 360,000 compounds, 0.75% hits. inhibition, % at 15.5 µM. purified bovine MsrA, absorbance read-out; in the data active = inhibition above about 4.5%;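 also: 0% = vehicle wells with enzyme and 100% = reference inhibitor wells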
# MT1-MMP act inh – MT1-MMP (human) activation inhibition; P50281; HT1080 RFP-PRO-GFP cells, GFP/RFP ratio fluorescence, overnight; percent of plate control window, DMSO zero; GFP/RFP ratio change, % at 20 µM; 360,000 compounds, 0.061% hits;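 active = GFP/RFP ratio change of at least 30% with cell ATP level not reduced by more than half and red fluorescence within 50% of control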; also: strong numbers were not always called active
#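 Material – HT1080 RFP-PRO-GFP cells · Control set – DMSO wells and RFP-L50D-GFP cells · Incubation – overnight cell settling, then overnight compound exposure, 37 °C, 5% CO2 · Compound dosing – single-point 20 µM compound, 1% DMSO · Read-out – GFP/RFP fluorescence ratio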
# bovine MsrA act – activators of bovine methionine sulfoxide reductase A; purified bovine MsrA, absorbance read-out; activation, % at 10.6 µM; 360,000 compounds, 0.3% hits; AID 602163; in the data active = activation above about 7.5%;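 also: 0% = vehicle and 100% = reference activator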
# Rpn11 inh – blocks the human proteasome subunit Rpn11; O00487; calls only at 20 µM; human 26S proteasome, Ub4-pepOG fluorescence polarization; 20S core pre-blocked with epoxomicin; 360,000 compounds, 0.59% hits;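 active = inhibition at 20 µM, scaled to each plate's controls, above about 33%, limit read from the data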
# eLon inh – inhibits E. coli Lon protease; purified E. coli Lon protease, fluorescence polarization; inhibition, % at 7.94 µM; 360,000 compounds, 0.42% hits; in the data active = inhibition above about 13%, passing the limit was not always enough;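 also: 0% = enzyme with probe and DMSO and 100% = no enzyme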
# * marks the source's active call; other numbers are inactive results; i = inactive; x = not tested or not shown.
SMILES	Rin1 Abl inh	CSN inh	FAS TE block	MLLE-PAM2 inh	MsrA inhibitor	MT1-MMP act inh	bovine MsrA act	Rpn11 inh	eLon inh
COc1ccc(/C=C2\SC(=O)N(CCNC(=O)Cc3coc4cc(OC)ccc34)C2=O)cc1	-1	-5	6	3	3.3	-4	-4	i	-1
CC(c1ccccc1)n1cnc2ccccc2c1=O (stereo not given)	2	-1	-5	4	-0.9	0	-1	i	-11
Cc1c(C(=O)NCC2CCCO2)oc2ccc(S(=O)(=O)N3CC(C)CC(C)C3)cc12 (stereo not given)	-2	1	28	-10	-0.8	-3	0	i	-2
COc1ccc(/C(C)=N/NC(=O)c2ccncc2)cc1[N+](=O)[O-]	-3	2	-6	6	2.5	-1	-3	i	-4
CSc1ccc(C2C(C(=O)c3ccco3)=C(O)C(=O)N2c2nnc(SC)s2)cc1 (stereo not given)	-2	-24	-31	74	0.7	-71	-3	i	41*
Cc1ccccc1C(=O)Nc1cccc(-c2cn3ccccc3n2)c1	0	-3	-1	-14	-0.3	13	-3	i	-8
CCOc1ccccc1-n1c(CN2CCN(C(=O)c3ccco3)CC2)nc2ccccc2c1=O	1	0	0	11	-0.4	-35	-1	i	-4
COc1cccc(C2C(C(N)=O)=C(C)Nc3nc(-c4ccccc4Cl)nn32)c1 (stereo not given)	1	-3	3	-9	-0.1	1	3	i	-11
Cc1ccc(S(=O)(=O)Nc2ccc(NC(=O)c3c(F)c(F)c(F)c(F)c3F)cc2)cc1	2	-3	22	-10	1.5	-7	-3	i	4
Cc1cc(OCCCN2CCC(C(O)(c3ccccc3)c3ccccc3)CC2)ccc1Br	x	3	9	x	1.9	-4	0	x	1
COc1cc(CN(CCc2c(C)[nH]c3ccc(C)cc23)C(=S)NC(C)(C)C)cc(OC)c1OC	-1	-2	20	-29	0.6	0	-3	i	-2
Cc1ccccc1-c1nc2ccccc2[nH]1	1	2	-3	2	0.5	3	-2	i	5
Cn1c(=O)oc2cc(S(=O)(=O)N3CCCC3)ccc21	0	5	-7	8	0.9	1	-3	i	1
CC(CCc1ccccc1)NC(=O)CN1CCN(c2ccc(O)cc2)CC1 (stereo not given)	4	-8	0	-3	-0.2	-1	-9	i	-1
Cc1ccc(S(=O)(=O)N(C)CC(=O)NCC(=O)Nc2ccc(F)c(F)c2F)cc1	3	0	-4	9	-0.5	3	-3	i	-5
O=C(NCc1ccco1)c1cccc2c1C(=O)c1ccc(N3CCC(Cc4ccccc4)CC3)cc1S2(=O)=O	0	14	-65	-12	x	-172	-2	i	-149
CCOC(=O)C1=NN(c2ccc(F)cc2)C2=NC(C)=C(C(=O)OC)C(c3cccs3)N12 (stereo not given)	1	3	15	4	0.7	1	-1	i	-4
CC(O)(c1ccccc1)c1nc(-c2cccc(C(F)(F)F)c2)cs1 (stereo not given)	-2	0	27	3	2.5	-5	-9	i	-2
Cc1cccc(OCC(=O)OC(C)C(=O)Nc2ccc(Cl)cn2)c1 (stereo not given)	3	1	0	-12	-0.5	0	0	i	-2
COc1ccc(S(=O)(=O)N(C)C)cc1NC(=O)CSc1nnc(-c2cccnc2)o1	0	-8	-6	-12	1.0	2	-3	i	-9
O=C(NCCCNC(=O)c1ccccn1)c1ccc(Br)cc1	0	4	-2	-3	0.4	1	-2	i	-6
CCc1noc(C)c1C(=O)N1CCCC(N2CCN(c3ccccc3F)CC2)C1 (stereo not given)	-3	1	-4	-2	1.2	1	-2	i	0
COc1cc(C(=O)NNC(=O)c2ccccc2Br)ccc1OCC(=O)N1CCOCC1	4	-4	-2	-7	-0.3	-3	-8	i	-2
COc1ccc(Cl)cc1NS(=O)(=O)c1ccc(OC)c(OC)c1	-4	2	-16	7	0.5	2	-4	i	-2
Cc1cccc(C(=O)Nc2ccccc2SCC2CSc3nc4ccccc4c(=O)n32)c1 (stereo not given)	3	3	-4	-1	0.1	-3	-2	i	-11
Cc1ccc(C(=O)N/N=C\c2ccncc2)s1	-4	0	0	9	2.0	1	-3	i	-9
O=C(Nc1nc2ccccc2[nH]1)C1CCCO1 (stereo not given)	1	7	-6	3	0.0	-3	-3	i	6
CCc1nnc(NC(=O)c2ccc(S(=O)(=O)N3CCc4ccccc4C3)cc2)s1	0	-25	-6	-18	0.1	0	2	i	4
O=C(O)c1ccc(/C=C2\COc3ccccc3C2=O)cc1	1	7	-5	0	3.7	-11	0	i	1
CN(Cc1ccccc1)C(=O)[C@@H]1CCCN1C(=O)[C@@H]1CCCN1C(=O)c1c(F)cccc1F	x	-4	-6	x	1.1	5	-3	x	-2
COc1cccc(NC(=O)CSc2nc3n[nH]c(C)c3c(=N)n2-c2cccc(OC)c2)c1	1	-4	-1	3	-0.4	5	-3	i	7
CC(=O)c1ccc(-n2c(CCC(=O)O)ccc2-c2ccc(Br)cc2)cc1	1	-1	4	-3	3.2	-4	-3	i	7
O=C(Nc1ccc2c(c1)OCCO2)c1ccncc1	2	1	-9	20	-1.2	-2	-5	i	0
CC(C)CN1C(=O)/C(=C/c2ccco2)NC1=S	1	-9	-6	-36	0.6	-25	-4	i	-1
CCC(=O)N1CCN(c2cc(N3CCCC3)c(F)cc2[N+](=O)[O-])CC1	-9	-4	-2	-5	-0.2	4	-1	i	2
COCCCNC(=O)CN1CCN(Cc2ccc(Cl)cc2)C1=O	-1	0	-3	-9	0.3	2	-1	i	-9
CC1CCCC(C)N1CC(O)COCc1ccccc1F (stereo not given)	2	3	-4	3	0.2	-1	-5	i	-3
C=CCN(c1ccccc1OC)S(=O)(=O)c1cccc(C(=O)Nc2nnc(C3CC3)s2)c1	-1	2	1	-9	0.2	2	-5	i	3
CCOC(=O)C1=C(CN2CCN(C(=O)c3ccco3)CC2)NC(=O)NC1c1ccc(F)cc1 (stereo not given)	5	-1	-4	-5	0.6	-1	0	i	1
O=C(O)c1ccc(S(=O)(=O)c2ccccc2C(=O)O)c([N+](=O)[O-])c1	1	4	-1	-6	1.2	1	-2	i	6
CC1=C(C(=O)N(C)C)CC(CC(=O)NCC2CCCCC2)C(=O)N1Cc1ccc(C(C)(C)C)cc1 (stereo not given)	-4	4	10	3	0.4	9	-2	i	-4
CC(C)S(=O)(=O)c1csc(NC(=O)Nc2cc(Cl)ccc2Cl)c1Cl	1	2	31	-6	1.2	5	3	i	4
COc1ccc(CCNC(=O)C(=O)c2cn(CC(=O)N3CCOCC3)c3ccccc23)cc1	-2	-1	-5	6	1.4	2	-2	i	3
COc1ccccc1N1CCN(CC(=O)c2c(C)[nH]c3cc(C)ccc23)CC1	-5	0	4	7	0.1	0	-6	i	-2
Cc1ccc(S(=O)(=O)Nc2ccccc2-c2ccccc2NS(=O)(=O)c2ccc(C)cc2)cc1	-2	2	25	1	0.6	1	-5	i	1
COC(=O)CCCCCN1C(=O)NC(c2ccccc2)C(C(=O)OCc2ccccc2)=C1C (stereo not given)	0	0	18	20	1.2	4	-8	i	-4
CCN(C(=O)CSc1nc2ccc(C)cc2[nH]1)C1CCS(=O)(=O)C1 (stereo not given)	0	1	-3	2	-1.8	2	-2	i	1
COc1ccc(S(=O)(=O)N(CC(=O)NC2CC2)C2CCCCC2)cc1Cl	2	-2	0	0	0.0	7	-2	i	-2

# Exported with values under each structure: entries from further up
# Sequence of screens: Rin1 Abl inh, CSN inh, FAS TE block, MLLE-PAM2 inh, MsrA inhibitor, MT1-MMP act inh, bovine MsrA act, Rpn11 inh, eLon inh
COc1ccc(CCNC(=O)C(=O)c2cn(CC(=O)N3CCOCC3)c3ccccc23)cc1
  -2, -1, -5, 6, 1.4, 2, -2, i, 3
COc1ccccc1N1CCN(CC(=O)c2c(C)[nH]c3cc(C)ccc23)CC1
  -5, 0, 4, 7, 0.1, 0, -6, i, -2
Cc1ccc(S(=O)(=O)Nc2ccccc2-c2ccccc2NS(=O)(=O)c2ccc(C)cc2)cc1
  -2, 2, 25, 1, 0.6, 1, -5, i, 1
COC(=O)CCCCCN1C(=O)NC(c2ccccc2)C(C(=O)OCc2ccccc2)=C1C (stereo not given)
  0, 0, 18, 20, 1.2, 4, -8, i, -4
CCN(C(=O)CSc1nc2ccc(C)cc2[nH]1)C1CCS(=O)(=O)C1 (stereo not given)
  0, 1, -3, 2, -1.8, 2, -2, i, 1

# Additional entries
SMILES	Rin1 Abl inh	CSN inh	FAS TE block	MLLE-PAM2 inh	MsrA inhibitor	MT1-MMP act inh	bovine MsrA act	Rpn11 inh	eLon inh
CCOC(=O)C1=C(COC(=O)/C=C/c2cccc(OC)c2OC)NC(=O)NC1C (stereo not given)	0	-2	-2	12	0.4	1	1	i	-1
O=c1oc(Cc2ccccc2)nc2ccccc12	3	-4	-9	-12	-0.1	1	-1	i	0
CCOc1ccc(S(=O)(=O)Nc2ccc(C(=O)NCCCN3CCCC3=O)cc2)cc1	1	11	-1	1	0.3	-7	-3	i	3
CCN(c1nc(C)cc(OC)n1)S(=O)(=O)c1ccccc1	-2	-2	11	-36	0.1	-7	0	i	0
CC(CN1C(C)CCCC1C)OC(=O)c1ccc(Cl)cc1 (stereo not given)	1	4	-4	8	-0.8	-6	-5	i	-2
COc1ccccc1CN1CCSCC1	3	-4	-8	6	0.3	7	-3	i	-6
CCN(CC)CCN(C(=O)c1ccc(S(=O)(=O)N(C)C2CCCCC2)cc1)c1nc2c(C)cccc2s1	-1	4	29	10	1.0	-2	-3	i	-7
CCCc1cc(=O)[nH]c(Nc2ccc(Cl)cc2)n1	-3	8	4	-3	-0.4	0	2	i	4
O=C(Cc1cccc2ccccc12)Nc1ccc(N2CCOCC2)cc1	-2	-10	-6	-7	1.5	4	-3	i	10
O=C(O)C1CC(=O)N(c2ccc(OCc3ccc(Br)cc3)cc2)C1 (stereo not given)	2	-3	-5	3	-0.2	1	-2	i	-8
Cc1ccc(NC(=O)CCNS(=O)(=O)c2cccc3nonc23)cc1Cl	4	-10	8	0	0.3	-2	-4	i	2
CCN(CC)S(=O)(=O)c1ccc(C)c(NS(=O)(=O)c2cc(/C=C/C(=O)O)cc(OC)c2OC)c1	-6	-4	-3	6	-1.0	0	-2	i	6
CCc1cccc(CC)c1NC(=S)NCC(c1cccnc1)N1CCOCC1 (stereo not given)	-6	-10	-9	13	0.1	0	-3	i	-5
COc1ccc2c(c1)CCc1c(C(=O)N3CCCc4ccccc43)noc1-2	-1	-1	34	17	-0.1	-3	-9	i	-1
Cc1ccc(NC(=O)c2nc[nH]c2C(=O)N[C@@H](C)c2ccccc2)cc1	3	0	43	-5	1.0	6	-1	i	6
CC1CCOC2(O1)C(=O)Nc1ccccc12 (stereo not given)	2	2	-4	-3	0.3	1	0	i	-3
CCOc1cc2c(cc1/C=C(/C#N)c1ccc(C(=O)O)cc1)OCO2	2	6	-2	-4	2.1	3	-4	i	4
COc1ccc(S(=O)(=O)NC2CC3CCC2C3)cc1Br (stereo not given)	5	-2	14	1	-0.4	3	0	i	3
CC(C)(C)c1ccc(C(=O)NC(=S)N2CCCCCC2)cc1	0	-5	16	17	-0.8	4	0	i	-12
COc1ccc(-n2nc3c(c2NC(=O)C(C)C)CSC3)cc1	0	-3	-6	9	0.2	0	-5	i	3
C(=C\c1ccccc1)/CN1CCN(C(c2ccccc2)c2ccccc2)CC1	-1	-3	21	14	-1.2	-9	0	i	3

# Screens (PubChem BioAssay)

# No enrichment for hits. Share with any hit: about 3.7%.
